# INS-1E GSIS act: GLuc luminescence reporter in INS-1E cells, primary screen for activators of glucose-dependent secretion of insulin. hit rate 0.61% among 370,000. AID 743287, 2014. activation, % at 16.6 µM. INS-1E GLuc reporter insulin secretion, 2-3 h;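 active = lowest replicate activation of at least 40%, so every replicate reaches that level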;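 also: 0% = median of neutral control wells and 100% = median of IBMX positive control wells; some compounds called inactive have numbers as strong as hits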
# ARNT-TACC3 inh: disruptors of ARNT/TACC3 protein interaction, primary screen, biochemical, AlphaScreen, single concentration | Transforming acidic coiled-coil-containing protein 3 (Homo sapiens), Q9Y6A5 | AlphaScreen His-ARNT PAS-B/GST-TACC3 binding, luminescence; TACC3 fragment carries E629A point mutation | inhibition, % at 9.99 µM | hit rate 0.66% among 390,000 | AID 623870, 2012;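 active = mean inhibition of replicates at least 50% and at least half of replicates each reaching 50%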;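 also: 0% = complete ARNT plus TACC3 wells and 100% = ARNT alone without TACC3; many hits fall short of the cut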
# ERp5 block: inhibitors of ERp5-driven insulin aggregation, primary screen, biochemical, turbidity, absorbance 650 nm, single point. Protein disulfide-isomerase A6 (Homo sapiens), Q15084. 90 min. inhibition, % at 9.99 µM. hit rate 0.05% among 350,000. AID 651711, 2012;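 active = mean replicate inhibition above about 25%, with every replicate also reaching it, limit read from the data, passing the limit was not always enough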
# Target sequence (Q15084 whole entry, looked up): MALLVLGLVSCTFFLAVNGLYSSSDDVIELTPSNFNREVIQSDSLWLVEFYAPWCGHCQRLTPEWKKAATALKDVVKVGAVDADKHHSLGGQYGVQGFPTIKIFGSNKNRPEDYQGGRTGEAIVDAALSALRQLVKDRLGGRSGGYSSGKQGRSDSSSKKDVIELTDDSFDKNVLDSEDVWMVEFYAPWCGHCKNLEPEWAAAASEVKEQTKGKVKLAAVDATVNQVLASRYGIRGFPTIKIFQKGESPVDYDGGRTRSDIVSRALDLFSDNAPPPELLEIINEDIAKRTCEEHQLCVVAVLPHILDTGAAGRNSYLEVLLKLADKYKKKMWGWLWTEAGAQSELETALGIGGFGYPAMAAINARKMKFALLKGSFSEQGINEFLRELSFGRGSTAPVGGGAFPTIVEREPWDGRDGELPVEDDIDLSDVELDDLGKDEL
# PAX8 inh HTS: inhibitors of PAX8-driven TPO luciferase reporter, primary screen, RMG-I cells, single concentration; hit rate 1.2% among 360,000; SteadyGlo, 24 h; AID 652154, 2013; inhibition, % at 12.6 µM;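 active = mean replicate inhibition at least 60% with every replicate also reaching 60%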;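 also: luciferase light reporting Pax8 driven TPO promoter activity; plate controls were median of neutral control wells for no effect and mitoxantrone controls for full effect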
# The depositor's hits bear a star; nt = no result given.
# The line under a structure holds: ERp5 block | ARNT-TACC3 inh | INS-1E GSIS act | PAX8 inh HTS
OC(Cn1cccn1)c1ccccc1 (stereo not drawn)
    nt | nt | 1.5 | nt
COc1ccc(S(=O)(=O)NCc2ccccc2Cl)cc1OC
    nt | nt | 15.4 | nt
CC(=O)N(C)c1nnc(-c2ccccn2)s1
    nt | nt | -4.1 | nt
COCCN(CCOC)C(=O)c1cc2c(=O)n3ccccc3nc2s1
    nt | nt | 8.8 | nt
Cc1cccc(NC(=O)CSc2ccc(-c3ccco3)nn2)c1
    nt | nt | 3.2 | nt
COc1cc(OC)c(S(=O)(=O)NCc2ccco2)cc1S(=O)(=O)NCc1ccco1
    nt | nt | 29.3 | nt
COc1cccc(N2CCN(C(c3ccccn3)c3nnnn3C(C)(C)C)CC2)c1 (stereo not drawn)
    nt | nt | -6.0 | nt
COc1cccc(OC(C)c2ccnc3nc(/N=C/N(C)C)nn23)c1 (stereo not drawn)
    nt | nt | 3.8 | nt
COC(=O)c1ccc(COC(=O)c2ccc(CS(=O)(=O)c3ccc(C)cc3)cc2)cc1
    nt | nt | 0.9 | nt
CCOC(=O)Cn1nc(-c2ccc(F)cc2)cc(Cc2ccccc2)c1=O
    3.1 | -4.8 | nt | nt
CC(=O)c1cccc(OCC(=O)c2cc(C)n(-c3cc(C)on3)c2C)c1
    -7.3 | -4.1 | nt | nt
c1ccc(-n2nnc3c(N4CCOCC4)ncnc32)cc1
    1.5 | 2.5 | nt | nt
CCOc1cc2[nH]c(=S)n(CCN3CCC(C)CC3)c(=O)c2cc1OCC
    9.9 | -14.0 | nt | nt
O=C(COc1cc2oc(=O)c3c(c2cc1Cl)CCC3)NCc1ccccn1
    -11.4 | -9.5 | nt | nt
C[C@H](CO)N1C[C@H](C)[C@@H](CN(C)Cc2ccc(-c3ccccc3)cc2)Oc2c(NC(=O)Cc3ccccc3)cccc2C1=O
    6.5 | 17.5 | nt | nt
CC(=O)NCCNC(=O)CCNC(=O)c1ccc(Cl)cc1
    0.3 | -10.9 | nt | nt
CCCCNC(=O)N1CCN(c2ccnc3cc(Cl)ccc23)CC1
    -5.6 | 0.6 | nt | nt
COCCNC(=O)C(c1ccccc1)N(Cc1cccs1)C(=O)Cn1nnc2ccccc21 (stereo not drawn)
    -7.8 | 13.5 | nt | nt
CC1=NN(c2ccc(C(=O)O)cc2)C(=O)/C1=C/c1ccc(-c2ccccc2F)o1
    -1.7 | -7.6 | nt | nt
O=C1COc2ccc(C(=O)CSc3nnnn3-c3ccccc3)cc2N1
    -2.6 | 9.1 | nt | nt
CCOc1ccccc1CNC(=O)C1CCCN(c2ncnc3c2nc2n3CCCCC2)C1 (stereo not drawn)
    4.5 | 4.1 | nt | nt
O=C1OC(N2CCN(c3ccccn3)CC2)c2ccccc21 (stereo not drawn)
    3.9 | -0.9 | nt | nt
CN(C)/C=N/c1cnc(C(=O)c2ccc(Cl)cc2)n1C
    16.5 | -1.0 | nt | nt
CN(C)/C=N/c1sccc1C(N)=O
    -7.8 | 3.9 | nt | nt
CCCN1CCN(C2CCCCC2NS(=O)(=O)c2ccccc2)CC1 (stereo not drawn)
    -2.6 | 11.4 | nt | nt
CCCSc1ccc([C@@H]2[C@@H]3C(=O)N(C)C(=O)[C@@H]3[C@]3(C(=O)OC)CCCN23)cc1OC
    -2.2 | 0.8 | nt | nt
N#Cc1ccccc1Sc1ccccc1C(=O)OCc1nnc(-c2ccccc2)o1
    nt | 4.1 | nt | 9.7
CCOC(=O)NC(=O)CSc1nnnn1-c1ccc(C)cc1
    nt | -8.8 | nt | -3.4
COC(=O)COc1ccc(S(=O)(=O)Nc2ccccc2SC)cc1
    nt | -32.1 | nt | 26.5
CCOC(=O)CSc1[nH]c(=O)cc(C)c1C#N
    nt | -5.5 | nt | 21.2

# Later entries:
# The line under a structure holds: ERp5 block | ARNT-TACC3 inh | INS-1E GSIS act | PAX8 inh HTS
Cc1cccc2cc(C#N)c(N3CCCC3)nc12
    nt | -4.8 | nt | 12.1
O=C(c1cccnc1)N1CCN(S(=O)(=O)c2ccc(Cl)cc2)CC1
    nt | -1.0 | nt | -15.5
COc1ccc(CCNC(=O)COC(=O)c2ccc(Br)o2)cc1
    nt | -7.4 | nt | -8.7
COC(=O)c1ccc2c(=O)sc(N3CCC(C(N)=O)CC3)nc2c1
    nt | -1.5 | nt | 10.0
CC(=O)NCCn1c(SCC(=O)NCc2ccco2)nc2ccccc2c1=O
    nt | 0.3 | nt | -1.9
CCc1c(C)sc(NC(=O)Cn2nc(C(F)(F)F)c3c2CCCC3)c1C#N
    nt | -3.9 | nt | 14.8
CC(=O)Nc1ccc(NS(=O)(=O)Cc2ccccc2)cc1
    nt | 0.3 | nt | 1.0
CCCn1nnc(NC(=S)NC(=O)CC)n1
    nt | -1.2 | nt | -18.1
CC(=O)Nc1c(C(=O)N2CCCCCC2)cnn1-c1ccccc1Cl
    nt | -7.0 | nt | 10.0
CN(C)c1cc[n+](Cc2c(Cl)cccc2Cl)cc1
    nt | -9.5 | nt | 43.0
Cc1cc(C)c(C#N)c(SCC(=O)c2cccs2)n1
    nt | -16.8 | nt | -61.4
COc1ccc(-n2cnnc2SCc2ncc(-c3ccccc3)o2)cc1
    nt | -3.3 | nt | -0.1
CCCSc1nc(NCc2ccco2)c2c3c(sc2n1)COC(C)(CC)C3 (stereo not drawn)
    nt | -3.6 | nt | 3.0
Cc1cc(=O)oc(C)c1C(=O)Nc1ccc2ncccc2c1
    nt | 5.3 | nt | 10.6
CC(CN1CCCC1)OC(=O)COc1ccccc1 (stereo not drawn)
    nt | 27.1 | nt | 13.2
COc1ccc2nc(NC(=O)CSc3nc4cccnc4n3C)sc2c1
    nt | -2.6 | nt | 2.6
CCCn1c(SCC(=O)NC(C)(C)C)nnc1C(C)C
    nt | -17.6 | nt | -13.9
COCCNC(=O)c1ccc2c(=O)n(CCOC)c(=O)[nH]c2c1
    nt | -1.3 | nt | 3.1
CCN(CC)S(=O)(=O)c1ccc(C)c(NC(=O)COC(=O)c2ccc(C)c(S(=O)(=O)N3CCOCC3)c2)c1
    nt | -6.4 | nt | 8.8
COc1cc(-c2nnc(COc3ccc4cc(Br)ccc4c3)o2)cc(OC)c1OC
    nt | -3.5 | nt | 4.7
COc1ccc(NC(=O)Nc2ncn(Cc3cccc(C(F)(F)F)c3)n2)cc1OC
    nt | 1.5 | nt | -2.5
O=C1CCCC2=C1C(c1ccc(Cl)cc1)N1C(=O)CCSC1=N2 (stereo not drawn)
    nt | -2.1 | nt | 17.1
COc1ccc(CCN(C)C(=O)CN2C(=O)c3ccccc3S2(=O)=O)cc1OC
    nt | -20.4 | nt | -23.7
CCS(=O)(=O)N1CCN(S(=O)(=O)c2ccc(F)cc2)CC1
    nt | -0.5 | nt | -15.8
Cc1ccc2c(c1)cc(CN(Cc1ccco1)C(=O)COc1ccccc1)c1nnnn12
    nt | -7.4 | nt | 24.4
CCOC(=O)CSc1nc2c(cnn2-c2ccc(C)cc2)c(=O)[nH]1
    nt | -13.1 | nt | 10.7
Cc1ccc(Cn2cccc(-c3nc4ccccc4s3)c2=O)cc1
    nt | -10.2 | nt | -164.2
Cc1nn(-c2cc(N3CCOCC3)ccc2N)c(=O)c2ccccc12
    nt | -1.6 | nt | -8.5
CN1CCN(c2ccc(Cl)cc2NC(=O)c2ccc(S(=O)(=O)N3CCCCCC3)cc2)CC1
    nt | -4.7 | nt | 1.4
COC(=O)c1cccc(NC(=O)C23CC4CC(C2)CC(n2cncn2)(C4)C3)c1
    nt | -27.4 | nt | 15.0

# Quoted at random: 3 compounds from above
# The line under a structure holds: ERp5 block | ARNT-TACC3 inh | INS-1E GSIS act | PAX8 inh HTS
Cc1nn(-c2cc(N3CCOCC3)ccc2N)c(=O)c2ccccc12
    nt | -1.6 | nt | -8.5
COc1ccc(CCN(C)C(=O)CN2C(=O)c3ccccc3S2(=O)=O)cc1OC
    nt | -20.4 | nt | -23.7
Cc1ccc2c(c1)cc(CN(Cc1ccco1)C(=O)COc1ccccc1)c1nnnn12
    nt | -7.4 | nt | 24.4

# Further records follow:
# The line under a structure holds: ERp5 block | ARNT-TACC3 inh | INS-1E GSIS act | PAX8 inh HTS
COc1ccc2c(c1)C1NC(=S)NC(C)(O2)C1C(=O)Nc1ccccc1C (stereo not drawn)
    nt | 0.7 | nt | 2.9
CCOC(=O)C1C(=O)CC(C)(O)C(C(=O)OCC)C1c1ccc(C)s1 (stereo not drawn)
    nt | -2.6 | nt | -2.8
C=CCn1c(SCCC#N)nnc1-c1ccncc1
    nt | 3.2 | nt | -2.6
Cc1cc(C)c(C(=O)CSc2n[nH]c(=O)n2C2CC2)cc1C
    nt | -5.5 | nt | 31.0
CCC(=NCc1ccco1)c1c(C(F)(F)F)[nH]n(-c2nc3ccccc3s2)c1=O
    nt | -2.0 | nt | -84.0
Cc1ccccc1C(=O)Nc1nncs1
    nt | -8.5 | nt | -14.5
CCC(C)N(C(=O)c1csnn1)C(C(=O)NCc1ccc(F)cc1)c1ccco1 (stereo not drawn)
    nt | -13.5 | nt | 6.2
O=C(CSc1ccc2c(c1)OCCO2)NC(=O)NC1CCCC1
    nt | 1.0 | nt | 11.6
CCCOc1ccc(C2/C(=C(/O)c3ccc(F)cc3)C(=O)C(=O)N2CCCN(C)C)cc1 (stereo not drawn)
    nt | -2.8 | nt | 8.7
O=C(Nc1ccc2c(c1)nc1n2CCOC1)c1ccccc1
    nt | 0.3 | nt | -164.7
COC(=O)C(C)(C(=O)OC)c1ccc([N+](=O)[O-])cn1
    nt | -4.8 | nt | -6.3
O=C(Nc1nnc(SCc2ccccc2Cl)s1)C1COc2ccccc2O1 (stereo not drawn)
    nt | 1.5 | nt | 6.3
CC(=O)c1cccc(NC(=O)CSCc2ccccc2)c1
    nt | 18.0 | nt | -62.3
Cc1ccc2nc(-c3cc(N)cc(N)c3)oc2c1
    nt | 6.5 | nt | -1.6
O=c1c2ccccc2nnn1CSc1nnc(C2COc3ccccc3O2)n1-c1ccccc1 (stereo not drawn)
    nt | -6.8 | nt | 19.6
COc1cc(CNn2nnnc2N)ccc1OCc1c(Cl)cccc1Cl
    nt | -12.1 | nt | 0.8
CC(=O)Nc1cccc(OC(=O)c2ccoc2C)c1
    nt | -2.7 | nt | -22.9
Cn1c2c(c(=O)n(C)c1=O)C1(C(=O)Nc3ccccc31)C(C#N)=C(N)O2 (stereo not drawn)
    nt | 0.2 | nt | 16.7
CCOC(=O)Cn1cc(C(=O)OC)c2ccccc21
    nt | -4.7 | nt | 14.4
Cc1ccc(/C=N/n2cnc3sc(-c4ccccc4)cc3c2=O)o1
    nt | -3.6 | nt | -127.6
COc1ccc(C=O)cc1COc1c(F)c(F)cc(F)c1F
    nt | 1.0 | nt | -15.3
COc1ccc(-c2c(NC(C)=O)n(C)c3ccccc3c2=O)cc1
    nt | -54.3 | nt | 0.0
CCOc1cc(C=O)ccc1OCCCN1C(=O)NC(C)(C)C1=O
    nt | -12.3 | nt | 4.0
COc1ccc(C2C(C(=O)N3CCN(c4ccccn4)CC3)CC(=O)N2c2ccc(OC)cc2)cc1 (stereo not drawn)
    nt | -2.3 | nt | 24.5
Cc1ccc(-c2nnn(CC(=O)N(c3ccccc3F)C(CC(C)C)C(=O)NCC3CCCO3)n2)cc1 (stereo not drawn)
    nt | -2.0 | nt | 18.3
COCc1c(C(=O)OCC(=O)c2c(N)n(CC(C)C)c(=O)n(C)c2=O)oc2ccccc12
    nt | -4.8 | nt | 8.1
CCOC(=O)c1nn(-c2ccc(C)c(C)c2)c(=O)c2c(N)scc12
    nt | 7.8 | nt | 2.0
COc1cccc(-c2nc(-c3ccccn3)no2)c1OC
    nt | -5.5 | nt | -186.3
Cn1c(=O)c2c(nc(N3CCCCCC3)n2CC(O)COc2ccc(Cl)cc2)n(C)c1=O (stereo not drawn)
    nt | 0.4 | nt | -15.8
COc1c(/C=N/Nc2ccc([N+](=O)[O-])cc2[N+](=O)[O-])c(C)nn1-c1ccccc1
    nt | -0.6 | nt | -7.8
COC(=O)Nc1sc2nc(C)cc(C)c2c1-n1cccc1
    nt | -5.7 | nt | 11.3
O=C1C2C3C=CC(C3)C2C(=O)N1c1ccccc1 (stereo not drawn)
    nt | 0.4 | nt | -65.5

# Some of the entries above, set out differently.
SMILES	ERp5 block	ARNT-TACC3 inh	INS-1E GSIS act	PAX8 inh HTS
COc1c(/C=N/Nc2ccc([N+](=O)[O-])cc2[N+](=O)[O-])c(C)nn1-c1ccccc1	nt	-0.6	nt	-7.8
COC(=O)Nc1sc2nc(C)cc(C)c2c1-n1cccc1	nt	-5.7	nt	11.3

# Part of the list above, limited to PAX8 inh HTS, INS-1E GSIS act and ARNT-TACC3 inh.
SMILES,PAX8 inh HTS,INS-1E GSIS act,ARNT-TACC3 inh
CCOC(=O)C1C(=O)CC(C)(O)C(C(=O)OCC)C1c1ccc(C)s1 (stereo not drawn),-2.8,nt,-2.6
C=CCn1c(SCCC#N)nnc1-c1ccncc1,-2.6,nt,3.2
Cc1cc(C)c(C(=O)CSc2n[nH]c(=O)n2C2CC2)cc1C,31.0,nt,-5.5

# This is a subset. The share of hits here may be higher or lower than overall.
